Bioassay records (PubChem)
KCNK3 block = human KCNK3 channel inhibition, primary screen; O14649; CHO-KCNK3 thallium flux, FluxOR fluorescence; active compounds read low; B-score at 10 µM; 0.84% of 340,000 active; AID 602410;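 active means B-score under library mean minus 4 SD, starting fluorescence ratio at most library mean plus 5 SD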;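 further: more negative B-score means stronger inhibition of thallium flux through KCNK3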
HDAC3 inhib = human HDAC3 inhibition; O15379; recombinant HDAC3, fluorogenic peptide/trypsin coupled, fluorescence; inhibition, % at 8.3 µM; 0.15% of 320,000 active; in the data active means inhibition above about 26%, passing the limit was not always enough
DYRK1A inh = blocks rat Dyrk1A kinase activity. Q63470. ADP-Glo luminescence, NFATc1 peptide. inhibition, % at 12.5 µM. 0.43% of 310,000 active. AID 504441; in the data active means inhibition above about 50%;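 further: plate controls were vehicle with enzyme for no effect and no enzyme for full effect; many of its hits are not listed in these tables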
RGS4 pot = RGS4 potentiation or activation | HEK293 M3R/inducible RGS4, carbachol calcium flux Fluo4; active compounds read low | B-score at 10 µM | 0.92% of 310,000 active;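 active means B-score of the integrated calcium signal more than 4 SD below the library mean, with starting fluorescence not abnormally high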;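 further: negative B-score means reduced calcium response which marks RGS4 activation or potentiation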
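Detection: kinetic calcium fluorescence imaging with Fluo4-AM dye, 2 µM / Material: HEK293 cells with stable M3R and inducible RGS4 / Schedule: recording 10 s baseline at 1 Hz, 100 s post-agonist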
PolyA inhibitor = blocks polyadenylation in yeast reporter cells | S. cerevisiae SKY197-pL101 polyadenylation reporter, beta-gal luminescence; efflux-impaired pdr1/pdr3 knockout yeast; score 100 = 6 SD above DMSO | calls only at 12 µM | 0.02% of 300,000 active;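 active means lowest replicate activity score at least 50, where 100 means six control SD above control mean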;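 further: yeast exposed to compound for 9 h at 30 °C; higher score means more reporter readthrough which indicates perturbed polyadenylation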
KCNQ1 inh = inhibitors of human KCNQ1 potassium channel; B-score at 10 µM; P51787; AID 2642; 1.3% of 310,000 active; CHO-K1 KCNQ1, FluxOR thallium flux fluorescence; active compounds read high;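 active means compounds whose thallium flux B-score, printed positive for inhibition, exceeds three library SD while starting fluorescence stays within three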;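 further: channel opened by potassium depolarization with thallium stimulus after 20 min compound exposure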
GSK3beta inhib = blocks human GSK3beta kinase activity; 0.038% of 300,000 active; activity score (negative = inhibition), % at 10 µM; AID 2097; GST-GSK3beta kinase, ADP-Glo luminescence, 60 min; active compounds read low; P49841;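 active means more than half of replicate wells score below -50%, meaning over 50% inhibition versus plate controls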;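 further: 0% = median DMSO wells and -100% = median GW8510 positive control wells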
Target sequence (P49841 whole entry, looked up): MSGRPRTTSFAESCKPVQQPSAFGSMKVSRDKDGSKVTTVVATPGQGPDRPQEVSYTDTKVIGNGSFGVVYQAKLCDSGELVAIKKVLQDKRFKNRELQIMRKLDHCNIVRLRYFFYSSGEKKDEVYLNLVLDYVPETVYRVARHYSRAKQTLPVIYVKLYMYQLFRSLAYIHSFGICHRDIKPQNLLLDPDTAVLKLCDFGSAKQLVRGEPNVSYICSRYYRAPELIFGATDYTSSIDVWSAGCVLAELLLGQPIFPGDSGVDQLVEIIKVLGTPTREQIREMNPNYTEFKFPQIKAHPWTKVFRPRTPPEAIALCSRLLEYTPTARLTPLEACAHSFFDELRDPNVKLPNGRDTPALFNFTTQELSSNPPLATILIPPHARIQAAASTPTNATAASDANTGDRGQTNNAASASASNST
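Test system – GST-tagged human GSK3beta kinase, cell-free · Incubation – 60 min enzyme reaction, room temperature · Signal – ADP-Glo luminescence · Also added – peptide substrate and ATP at 25 µM · Controls – DMSO neutral wells and GW8510 at 20 µM as positive · Buffer or medium – Tris/MgCl2 kinase buffer · Measure – Luminescence-derived activity versus plate DMSO and GW8510 wells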
KCNQ1 pot = potentiates or activates the human KCNQ1 potassium channel | P51787 | CHO-K1 KCNQ1, thallium flux FluxOR fluorescence; active compounds read high | B-score at 10 µM | 0.35% of 310,000 active | AID 2648;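 active means fluorescence ratio B-score, a plate-corrected score, at least three library SD, with initial intensity B-score within 5 SD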
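Schedule – 37 °C overnight plating, 90-min dark dye load, 20-min compound pretreatment · System – stable KCNQ1 CHO-K1 line · Probe or stimulus – thallium- and potassium-containing depolarizing buffer · Measured by – kinetic FluxOR fluorescence, 10 s baseline plus 110 s post-stimulus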
KCNK9 block = inhibitors of human KCNK9 two-pore domain potassium channel. HEK293 KCNK9, FluxOR thallium flux fluorescence; active compounds read low. B-score at 10 µM. 1.2% of 310,000 active. AID 488922;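 active means ratio B-score over 3 SD below the library mean, with starting fluorescence within 5 SD of its mean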;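 further: negative B-score means less thallium flux so channel inhibition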
Target sequence (Q9NPC2 whole entry, looked up, the tested form may be a part): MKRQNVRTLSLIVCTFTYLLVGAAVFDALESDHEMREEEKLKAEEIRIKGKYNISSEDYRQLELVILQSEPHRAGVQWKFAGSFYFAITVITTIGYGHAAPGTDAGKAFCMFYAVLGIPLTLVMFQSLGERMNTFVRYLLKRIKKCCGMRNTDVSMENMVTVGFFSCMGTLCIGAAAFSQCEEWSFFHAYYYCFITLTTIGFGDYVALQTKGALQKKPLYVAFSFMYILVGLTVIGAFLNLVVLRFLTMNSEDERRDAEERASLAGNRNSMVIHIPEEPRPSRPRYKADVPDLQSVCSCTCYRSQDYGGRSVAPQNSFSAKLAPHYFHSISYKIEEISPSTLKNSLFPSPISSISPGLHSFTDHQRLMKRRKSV
hERG protect = compounds protecting human hERG from proarrhythmic drug block; Q12809; CHO-hERG, FluxOR thallium flux, dofetilide IC70 present; activation (rescue from dofetilide block), less the hit threshold, % at 10 µM; 0.51% of 310,000 active; AID 1511;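 active means activation above the mean of controls blocked by dofetilide plus 5 SD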;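 further: thallium influx through hERG after potassium depolarization seen as dye fluorescence rise; in these data hits start at about 4.7%; inactives centre near -7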
GSK3 alpha inh = inhibitors of human GSK-3 alpha kinase. P49840. AID 2650. inhibition, % at 10 µM. 0.1% of 320,000 active. ADP-Glo luminescence, 60 min;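 in the data active means inhibition above about 50%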;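 further: GST-tagged GSK-3 alpha with peptide substrate and 25 µM ATP; 0% = DMSO neutral wells and 100% = GW8510 positive control wells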
An asterisk follows results filed as active; i = inactive; · = not tested or not shown.

SMILES	KCNK3 block	HDAC3 inhib	DYRK1A inh	RGS4 pot	PolyA inhibitor	KCNQ1 inh	GSK3beta inhib	KCNQ1 pot	KCNK9 block	hERG protect	GSK3 alpha inh
Cc1cccc(NC(=O)CN2C(=O)N/C(=C\c3cccn3-c3cccc(C(=O)O)c3)C2=O)c1	i	-1.3	-5.3	i	i	i	1.0	i	i	-6.3	0.7
COc1ccc2c(c1)C1(Nc3ccccc3-c3nc4ccccc4n31)C(=O)N2 (configuration not stated)	i	0.8	-1.1	i	i	i	-2.7	i	i	-12.5	-0.5
Cc1cc(C)n(-c2ccc(C(=O)NCCCN3CCOCC3)cc2)n1	i	-4.2	-5.9	i	i	i	0.4	i	i	-11.0	0.3
Cn1c(=O)oc2cc(S(=O)(=O)CCC(=O)NCCc3ccccc3)ccc21	i	-2.7	-3.0	i	i	i	1.9	i	i	-4.2	-1.5
O=C(Nc1ccc2oc(-c3ccccc3)nc2c1)c1ccccc1F	i	-1.0	-0.3	i	i	i	1.2	i	i	-3.7	-2.6
COc1ccc(Br)c(C(=O)NC(C)(C)CO)c1	i	0.7	-0.2	i	i	i	0.3	i	i	-4.8	-5.3
CCOc1ccc(/C=N/n2c(COc3ccccc3)n[nH]c2=S)cc1OC	i	-3.2	1.2	i	i	i	-2.9	i	i	-5.2	7.7
Cn1c(CN2CCOCC2)nc2cc(NC(=O)c3ccc(Cl)cc3)ccc21	i	8.1	-3.5	i	i	i	5.3	i	i	-3.7	-2.9
CCn1c(SC/C=C/c2ccccc2)nnc1-c1cnccn1	i	1.8	-1.3	i	i	i	-2.4	i	i	-9.0	-2.1
Cc1nc2sc3c(c2c(=N)n1N)CC(C)(C)OC3	i	-3.9	-0.9	i	i	i	-1.7	i	i	-3.0	·
Cc1ccc(-n2nnnc2SCC(=O)N2c3ccccc3NC(=O)C2(C)C)cc1	i	-0.9	-7.3	i	i	i	0.9	i	i	-12.6	2.1
Cc1ccccc1N1CC(C(=O)N2CC(C)OC(C)C2)CC1=O (configuration not stated)	i	-2.3	13.8	i	i	i	0.0	i	i	-7.4	-1.1
Cc1nn(CC(C)C(=O)N2CCN(S(=O)(=O)c3ccc(Cl)cc3)CC2)c(C)c1C (configuration not stated)	i	-0.6	-4.1	i	i	i	·	i	i	-7.0	3.1
COc1ccc(/C=C(\NC(=O)c2ccc(Cl)cc2)C(=O)NCCCn2ccnc2)cc1OC	i	5.1	2.9	i	i	i	-3.0	i	i	-7.6	-1.0
CC1CCCCN1C(=O)CSc1nnc2c(n1)[nH]c1ccc(F)cc12 (configuration not stated)	i	3.2	2.6	i	i	i	-2.4	i	i	-2.7	-1.7
COc1ccc(C)cc1NC(=O)c1cc(S(=O)(=O)N2CCCC2)cn1C	i	5.8	0.0	i	i	i	-1.9	i	i	-8.5	0.7
COc1ccc(CCN=C(N)NS(=O)(=O)c2cc(F)ccc2F)cc1	i	1.0	6.3	i	i	i	1.0	i	i	-8.3	-2.6
Cc1cc(NC(=O)C2CC2)n(-c2nc3ccccc3s2)n1	i	-10.3	0.6	i	i	i	2.4	i	i	-14.6	1.5
NC(=O)c1nn2c(C(F)(F)F)cc(-c3ccccc3)nc2c1Br	i	-6.7	1.1	i	i	i	-2.5	i	i	0.1	1.2
Cc1cc(NC(=O)COc2ccc(C)c(C)c2)no1	i	-4.7	-5.9	i	i	i	0.5	i	i	-6.1	-3.8
O=C(NNc1nc2cc3c(cc2s1)OCO3)c1cccc(F)c1	i	5.4	11.0	i	i	i	-2.0	i	i	-10.3	-0.2
O=C(O)CC(NC(=O)c1ccco1)c1ccco1 (configuration not stated)	i	-1.8	-6.2	i	i	i	2.4	i	i	-2.2	2.1
Cc1noc(C)c1N=Nc1ccccc1C(=O)O	i	1.6	-0.4	i	i	i	1.9	i	i	-20.2	-2.8
COc1cc(NC(=O)c2ccc3snnc3c2)cc(OC)c1	i	-0.6	-11.3	i	i	i	0.3	i	i	-4.5	-1.4
COc1ccc(S(N)(=O)=O)cc1N(C)S(=O)(=O)c1ccccc1	i	-4.5	-6.3	i	i	i	1.7	i	i	-5.9	0.1
The results go on:
SMILES	KCNK3 block	HDAC3 inhib	DYRK1A inh	RGS4 pot	PolyA inhibitor	KCNQ1 inh	GSK3beta inhib	KCNQ1 pot	KCNK9 block	hERG protect	GSK3 alpha inh
COc1ccc(C)cc1S(=O)(=O)N1CCN(C(=O)c2ncoc2-c2ccccc2C)CC1	i	-0.3	1.6	i	i	i	-0.8	i	i	-9.2	-1.5
Cc1ccc(-c2csc3ncnc(SCc4ccc(C(=O)O)cc4)c23)cc1	i	2.0	4.6	i	i	i	1.5	33*	i	14.8*	-1.7
CC(C)S(=O)(=O)c1csc(C(=O)NN)c1Cl	i	5.1	·	i	i	i	2.2	i	i	-7.5	-1.6
CCC(=O)Nc1sc2c(c1C(N)=O)CCN(C(C)=O)C2	i	-1.5	32.6	i	i	i	0.5	i	i	-6.5	39.7
O=C(c1ccc(N2CCCS2(=O)=O)cc1)N1CCN(c2ccc(F)cc2)CC1	i	-1.2	3.7	i	i	i	0.6	i	i	-9.2	-2.3
O=C(NC(=S)Nc1ccc(CN2CCCCC2)cc1)c1ccco1	i	0.7	3.2	i	i	i	3.6	i	i	-5.9	-0.5
CCN(CC)S(=O)(=O)c1cccc(C(=O)c2c(C)cc3ccccn23)c1	i	·	8.6	i	i	i	-1.5	i	i	-11.0	·
O=C(O)c1ccc(/C=N/Nc2cccc(C(F)(F)F)c2)cc1	i	7.8	9.1	i	i	i	·	i	i	-8.6	·
Cc1ccc(Cl)c(OCC(=O)N2CCc3ccccc3C2)c1	i	1.4	10.2	i	i	i	-2.4	i	i	-5.5	2.2
Cc1cc(OCC(=O)O/N=C(\N)c2ccccc2)ccc1Br	i	0.8	4.0	i	i	i	-4.6	i	i	-8.8	2.9
CCCN1Cc2cccc(C(=O)N3CCN(c4cc(Cl)ccc4C)CC3)c2C1=O	i	6.8	5.8	i	i	i	-0.8	i	i	-23.1	-0.2
Cc1cc(Oc2ccc(=O)n(C)n2)nc(SCC(N)=O)n1	i	-0.7	-2.5	i	i	i	3.0	i	i	-10.4	5.9
COCCn1nnnc1C(c1ccccc1OC)N1CCN(c2ccccc2)CC1 (configuration not stated)	i	-6.1	-5.8	i	i	i	3.2	i	i	-7.8	-1.0
Cc1ccc(Cl)cc1NC(=O)c1cccc(OC(F)F)c1	i	-2.1	-12.4	i	i	i	2.5	i	i	-11.0	2.8
O=c1c(C=Nc2ccc(Oc3ccccc3)cc2)c[nH]n1-c1cccc(Cl)n1	i	5.1	4.0	i	i	i	0.4	i	i	-6.5	0.4
O=c1cc(-c2cccc3ccccc23)[nH][nH]1	i	1.1	49.0	i	i	i	-0.4	i	i	-8.7	6.5
N#C/C(=C\c1ccc(-c2cccc(Cl)c2)o1)C(=O)Nc1cccc2cccnc12	i	-1.7	-3.5	i	i	i	-3.5	i	i	-3.9	-0.4
CCC1CCCCN1CC(=O)c1c(C)[nH]c2ccc(OC)cc12 (configuration not stated)	i	-0.3	9.8	i	i	i	-0.3	i	i	-7.9	0.5
Clc1ccccc1-c1ccc(/C=N/n2cnnc2)o1	i	-1.3	3.0	i	i	i	1.8	i	i	-6.2	-0.9
Cc1noc(C)c1S(=O)(=O)NCC(=O)O	i	-3.4	1.9	i	i	i	1.1	i	i	-6.2	-0.8
COc1ccc(C(=O)N2c3ccccc3C=CC2C#N)cc1 (configuration not stated)	i	3.7	1.9	-7.42*	i	i	-0.3	i	i	-5.8	-1.1
COCCn1c(Cc2ccccc2)nnc1SCC(=O)N1CCOCC1	i	-0.1	-1.3	i	i	i	0.3	i	i	1.3	-0.7
Cc1ccc(C(=O)Nc2ccc(O)cc2C(=O)O)cc1	i	0.2	3.9	i	i	i	-9.0	i	i	-5.6	-0.6
CCOC(=O)c1cc(S(=O)(=O)N2CCc3ccccc32)cn1C	i	4.1	-6.6	i	i	i	0.3	i	i	-2.3	2.6
CCN1CCN(c2nc(Nc3cccc(F)c3)nc(N)c2[N+](=O)[O-])CC1	i	-5.5	·	i	i	i	-8.0	i	i	1.2	21.1
(list continues)
SMILES	KCNK3 block	HDAC3 inhib	DYRK1A inh	RGS4 pot	PolyA inhibitor	KCNQ1 inh	GSK3beta inhib	KCNQ1 pot	KCNK9 block	hERG protect	GSK3 alpha inh
O=C(COc1ccc2c3c(c(=O)oc2c1)CCCC3)N[C@@H](Cc1ccccc1)C(=O)O	i	-8.6	10.1	i	i	i	1.3	i	i	-2.4	-2.7
Cc1ccccc1C(=O)Nc1ccc(O)cc1C(=O)O	i	1.1	2.0	i	i	i	2.4	i	i	-6.5	0.9
Clc1ccc(-c2c[n+](Cc3ccc(Br)cc3)c3n2CCCCC3)cc1	i	1.2	-7.1	i	i	i	-0.7	i	i	-17.9	3.6
CCn1c(CNc2cccc(Cl)c2)nnc1SCC(=O)OC1CCCCC1	i	1.9	-1.1	i	i	i	-1.0	i	i	-14.6	1.4
CCCCCOC(=O)NC1CCS(=O)(=O)C1 (configuration not stated)	i	0.3	6.1	i	·	i	0.8	i	i	-8.6	-1.2
O=C(Nc1ccnn1C1CCN(Cc2cccc(OCCO)c2)CC1)C1CCOC1 (configuration not stated)	i	7.3	-0.1	i	i	i	-2.6	i	i	-8.9	-0.8
O=C(COc1ccc(Cl)cc1Cl)NCc1ccncc1	i	·	-3.2	i	i	i	1.1	i	i	-17.4	·
Oc1c(Br)cccc1/C=N/c1ncn[nH]1	i	7.5	-2.5	i	i	i	-1.0	i	i	-7.2	-2.9
Cn1nc(NC(=O)C2CCC2C(=O)O)c2c(F)cccc21 (configuration not stated)	i	8.1	-2.5	i	i	i	2.0	i	i	-5.5	-1.5
O=C(c1ccc(F)cc1Cl)N1CCN(S(=O)(=O)c2cccs2)CC1	i	-2.0	-11.6	i	i	i	0.4	i	i	-12.0	0.5
O=C(NCc1ccco1)c1ccc(Cl)c(S(=O)(=O)Nc2ccccc2)c1	i	-7.0	0.8	i	i	i	0.0	i	i	-9.0	0.5
N#CCSc1nc2c(cc1C#N)CCCC2	i	3.0	5.8	i	i	i	0.9	i	i	-6.3	0.6
CCCc1cc(C(=O)NNC(=S)Nc2cccc(C)c2)cs1	i	4.5	-2.2	i	i	i	3.8	i	i	2.5	-28.4
Cc1ccc(SCC(=O)Nc2ccccc2C(=O)N2CCOCC2)cc1	i	-6.6	0.2	i	i	i	-0.6	i	i	-10.2	-3.5
Cc1ccccc1N/N=C/c1c(C)nc2ccccn12	i	3.8	3.7	i	i	i	-3.8	i	i	-7.3	-0.3
O=C(NC1CCCc2ccccc21)c1c(F)cccc1Cl (configuration not stated)	i	-1.9	-3.1	i	i	i	2.0	i	i	-8.4	-1.4

The list is partial; rates above refer to the full screens.
